# Screening data deposited in PubChem by The Scripps Research Institute Molecular Screening Center.
# TbREL1 primary: TbREL1 RNA ligase inhibitors, primary screen, biochemical, FRET fluorescence | RNA-editing ligase 1, mitochondrial (Trypanosoma brucei brucei), P86926 | TbREL1 RNA ligation | inhibition, % at 9.66 µM | 89,000 compounds, 0.49% hits | AID 1117264, 2014;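 active means inhibition above the mean inhibition across all screened compounds plus 3 SD, cut at about 11% in these data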;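 further: 0% = plate median of test wells and 100% = NSC42067 control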
# Target sequence (P86926 whole entry, looked up): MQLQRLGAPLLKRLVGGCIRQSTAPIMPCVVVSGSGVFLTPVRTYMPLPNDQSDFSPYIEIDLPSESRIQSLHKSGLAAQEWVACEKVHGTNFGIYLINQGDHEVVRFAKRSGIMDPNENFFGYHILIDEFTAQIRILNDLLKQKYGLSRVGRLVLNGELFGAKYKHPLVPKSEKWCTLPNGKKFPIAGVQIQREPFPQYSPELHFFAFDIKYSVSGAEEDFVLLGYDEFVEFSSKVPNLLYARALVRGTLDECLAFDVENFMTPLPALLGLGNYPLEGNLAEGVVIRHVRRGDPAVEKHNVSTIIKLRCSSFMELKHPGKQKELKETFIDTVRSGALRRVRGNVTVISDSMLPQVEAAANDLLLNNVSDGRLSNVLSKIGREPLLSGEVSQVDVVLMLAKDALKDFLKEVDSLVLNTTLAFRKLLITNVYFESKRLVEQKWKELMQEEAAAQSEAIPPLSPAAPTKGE
# Numbers without * were called inactive. This is a subset; the hit share may differ from the screen's.
# The first 16 records (preview)
TbREL1 primary | smiles
-1 | O=C(NC(=S)NC1CCSC1=O)c1ccc([N+](=O)[O-])cc1 (stereo unspecified)
0 | CCOc1ccc(N2CC(C(=O)NCCc3c[nH]c4ccc(C)cc34)CC2=O)cc1 (stereo unspecified)
2 | CCC1CCCCN1C(=O)CN1C(=O)c2ccccc2S1(=O)=O (stereo unspecified)
3 | CCCn1c(C(O)c2ccc(OC)cc2)nc2ccccc21 (stereo unspecified)
3 | Cc1ccc(NC2OC(CO)C(O)C2O)cc1[N+](=O)[O-] (stereo unspecified)
3 | CN(Cc1ccccc1)c1nc(N)c([N+](=O)[O-])c(Nc2cccc(F)c2)n1
-3 | Cc1cccc(NC(=O)COC(=O)CNC(=O)C2CCCCC2)c1
-5 | O=S(=O)(c1cccc(Br)c1)N1CCN(C(=S)NCC2CCCO2)CC1 (stereo unspecified)
9 | CC(C)(C)c1ccc(S(=O)(=O)N2CCCC(C(=O)NCCN3CCC(Cc4ccccc4)CC3)C2)cc1 (stereo unspecified)
-2 | O=C(NCCCn1ccnc1)c1ccncc1
-2 | CCOC(=O)CC1C(=O)NCCN1S(=O)(=O)c1cccc(C(F)(F)F)c1 (stereo unspecified)
0 | O=C(NC(=S)Nc1ccccc1N1CCCCC1)c1ccc(-c2cccc([N+](=O)[O-])c2)o1
-2 | CCC1(CC)NC(=O)N(CC(=O)Nc2sc3c(c2C(N)=O)CCC3)C1=O
-5 | CNC(=S)N(Cc1ccco1)Cc1cc2cc(OC)c(OC)cc2[nH]c1=O
2 | N#Cc1c(Oc2ccc3ccccc3c2)sc(C(=O)c2ccccc2)c1N
3 | Cn1c(COc2ccccc2)nnc1SCC(=O)Nc1ccc(OCc2ccccc2)cc1

# All compounds of this part, repeating the preview:
TbREL1 primary | smiles
-1 | O=C(NC(=S)NC1CCSC1=O)c1ccc([N+](=O)[O-])cc1 (stereo unspecified)
0 | CCOc1ccc(N2CC(C(=O)NCCc3c[nH]c4ccc(C)cc34)CC2=O)cc1 (stereo unspecified)
2 | CCC1CCCCN1C(=O)CN1C(=O)c2ccccc2S1(=O)=O (stereo unspecified)
3 | CCCn1c(C(O)c2ccc(OC)cc2)nc2ccccc21 (stereo unspecified)
3 | Cc1ccc(NC2OC(CO)C(O)C2O)cc1[N+](=O)[O-] (stereo unspecified)
3 | CN(Cc1ccccc1)c1nc(N)c([N+](=O)[O-])c(Nc2cccc(F)c2)n1
-3 | Cc1cccc(NC(=O)COC(=O)CNC(=O)C2CCCCC2)c1
-5 | O=S(=O)(c1cccc(Br)c1)N1CCN(C(=S)NCC2CCCO2)CC1 (stereo unspecified)
9 | CC(C)(C)c1ccc(S(=O)(=O)N2CCCC(C(=O)NCCN3CCC(Cc4ccccc4)CC3)C2)cc1 (stereo unspecified)
-2 | O=C(NCCCn1ccnc1)c1ccncc1
-2 | CCOC(=O)CC1C(=O)NCCN1S(=O)(=O)c1cccc(C(F)(F)F)c1 (stereo unspecified)
0 | O=C(NC(=S)Nc1ccccc1N1CCCCC1)c1ccc(-c2cccc([N+](=O)[O-])c2)o1
-2 | CCC1(CC)NC(=O)N(CC(=O)Nc2sc3c(c2C(N)=O)CCC3)C1=O
-5 | CNC(=S)N(Cc1ccco1)Cc1cc2cc(OC)c(OC)cc2[nH]c1=O
2 | N#Cc1c(Oc2ccc3ccccc3c2)sc(C(=O)c2ccccc2)c1N
3 | Cn1c(COc2ccccc2)nnc1SCC(=O)Nc1ccc(OCc2ccccc2)cc1
-1 | CCOC(=O)c1cnn(-c2nc(SC)nc3sc4c(c23)CCC4)c1N
0 | CCC(c1nnnn1-c1c(C)cccc1C)N1CCN(C/C=C/c2ccccc2)CC1 (stereo unspecified)
0 | O=C1C=CCC(/C=C/c2ccccc2)O1 (stereo unspecified)
7 | Cn1ncc2c(Nc3ccccc3Br)ncnc21
5 | CS(=O)(=O)N(CC(=O)Nc1ccc(Cl)c(Cl)c1)C1CCCCC1
4 | Cc1cc(NC(=O)CSc2nnnn2C2CCCC2)no1
4 | CCCS(=O)(=O)N1CCC(C(=O)NCCN(C)Cc2ccccc2)CC1
1 | CSc1ccccc1NC(=O)CN(C)C(=O)CNc1ccc(C(F)(F)F)cc1[N+](=O)[O-]
0 | COC(=O)[C@]12CCCCC=C1N(Cc1cccc3ccccc13)C(=O)[C@H](CC(=O)N1CCN(C(=O)C3CC3)CC1)C2
0 | CCC(C)N(C(=O)CSc1nnc(C)n1C)C1CCS(=O)(=O)C1 (stereo unspecified)
-1 | CC(CNC(=O)c1cccs1)c1ccc([N+](=O)[O-])cc1 (stereo unspecified)
1 | O=C1CC2(CCOCC2)Oc2ccc3ccccc3c21
2 | CS(=O)(=O)N(CC(=O)N1CCc2ccccc2C1)c1ccc2c(c1)OCO2
3 | Cc1nc(SCC(=O)NC2CCCCC2C)nc(C)c1C (stereo unspecified)
-5 | Cc1cc(C)n2nc(C(=O)N3CCCC(N4CCN(c5ccccc5C)CC4)C3)cc2n1 (stereo unspecified)
3 | COC(=O)c1cc(NC(=O)CN(c2cccc(OC)c2)S(=O)(=O)c2ccccc2)ccc1Cl
1 | O=C(NCc1ccco1)c1ccc(COc2ccccc2Cl)cc1
-3 | NC(=S)n1[nH]c(-c2ccc([N+](=O)[O-])cc2)c(N=Nc2cccc(Cl)c2)c1=O
1 | CC(CCc1ccccc1)NC(=O)CN1CCN(c2ccccc2)CC1 (stereo unspecified)
3 | COc1cccc(Nc2nc(-c3cccc(N4C(=O)c5ccccc5C4=O)c3)cs2)c1
-1 | CCOC(=O)C1CCCN(C(=O)c2cccc(NC(=O)C(CC)CC)c2)C1 (stereo unspecified)
5 | C=CCSc1nc2c(c(=O)[nH]c(=O)n2C)n1C/C=C(/C)Cl
-2 | CCCCC(=O)N(Cc1ccccc1)c1ccccc1C(=O)Nc1cc(OC)ccc1OC
1 | Cc1ccc(NC(=O)Cn2c(C)cc(C)c(C#N)c2=O)c(Cl)c1
-1 | CCOC(=O)c1nnn(-c2nonc2N)c1CSc1ccccc1
0 | COc1cc(OC)c(NC(=O)CNC(=O)Cn2ccc3ccccc3c2=O)cc1Cl
-3 | CN1C(=O)NC(c2ccccc2)C2=C1CN(CCc1ccccc1)C2=O (stereo unspecified)
2 | COc1ccc(C(=O)Oc2cccc(Nc3ncnc4ccccc34)c2)cc1OC
2 | COC(=O)c1ccc(C)c(NS(=O)(=O)c2ccc(OC)c(OC)c2)c1
2 | Cc1ccccc1C(C)NS(=O)(=O)c1ccc2c(c1)OCCO2 (stereo unspecified)
2 | CCn1cnc2c1c(=O)n(Cc1nnc3n1-c1ccccc1SC3)c(=O)n2Cc1ccccc1
0 | O=C(O)CC(NC(=O)COc1ccc(Cl)cc1Cl)C(=O)O (stereo unspecified)
5 | Cc1ccc(NS(=O)(=O)c2ccc(Br)s2)nc1
-2 | CN(c1ccccc1)S(=O)(=O)c1cccc(NC(=O)c2ccncc2)c1
-2 | CCOC(=O)C1CCCN(C(=O)CCNS(=O)(=O)c2ccc3c(c2)CCC(=O)N3)C1 (stereo unspecified)
-3 | COc1ccc(N2C(=O)/C(=C\c3ccco3)N=C2SCC(N)=O)cc1Cl
-1 | CC1=Nc2ccccc2/C1=C\c1nc(-c2ccccc2)oc1O
2 | COc1ccc(C(=O)NC2CCCc3ccccc32)cc1S(=O)(=O)N1CCOCC1 (stereo unspecified)
1 | COc1ccc(CCNc2nc3ccccc3n3cnnc23)cc1OC
5 | CCNc1nc(Cl)nc(NCc2ccccc2)n1
5 | COC(=O)c1nc(NC(=O)c2ccccc2Br)n[nH]1
5 | Clc1ccc(-c2csc(N3CCOCC3)n2)cc1
-1 | COc1ccc(OC)c(CN2C(=O)c3ccccc3C2C(=O)NCC2CCCO2)c1 (stereo unspecified)
6 | Cc1cc(C)c(C)c(OCCCn2ccnc2)c1

# (list continues)
TbREL1 primary | smiles
2 | CCC(C)c1ccccc1N1CC(C(=O)N2CCN(C(=O)c3ccco3)CC2)CC1=O (stereo unspecified)
-4 | Cc1c(C(=O)NCC2CCCO2)oc2ccc(S(=O)(=O)N3CCCC3)cc12 (stereo unspecified)
2 | CC(C)C(C)NC(=O)Cn1cnc2c(oc3ccccc32)c1=O (stereo unspecified)
0 | O=C1[C@H](Cc2ccccc2)NCC=CC[C@H](c2ccco2)N1Cc1ccccc1
2 | O=C(COc1ccc(F)cc1)NCCCn1ccnc1
0 | CCC(C)CNC(=O)c1oc(=O)c2ccccc2c1-c1ccc(C)cc1 (stereo unspecified)
1 | COc1ccc(C2=CCN3CCCCC3C2)c(-c2ccc(OC)c(OC)c2)c1 (stereo unspecified)
2 | C[C@H](NC(=O)c1ncn2c1C(=O)NC[C@@H]2C)C(=O)OC(C)(C)C
-3 | CC(=O)Nc1ccc(S(=O)(=O)C(C#N)c2nc3ccccc3nc2NCCO)cc1 (stereo unspecified)
-1 | CN(CC(=O)Nc1ccc(F)c(F)c1)S(=O)(=O)c1cccs1
0 | CC(C)[C@@H]1Cc2[nH]c(=O)[nH]c(=O)c2[C@H](c2ccc(F)cc2)O1
2 | CCOC(=O)N1CCC(NC(=O)Cn2cc3c(n2)CCCC3)CC1
1 | O=C(Nc1ccccc1)/C(=C/c1ccc(F)cc1)NC(=O)c1ccco1
4 | COc1cccc(CN(CC(=O)NC2CCCCC2)C(=O)c2csnn2)c1
-3 | CCOc1ccc2c(c1)c1nnc(SCC(=O)NC3CC3)nc1n2C
-2 | CCCCCCCCN1C(=O)[C@@H](CC(=O)NCc2cccc(C(F)(F)F)c2)C[C@@]2(C(=O)OC)C1=C[C@H](C(C)C)O[C@@H]2C1CC1
-3 | COc1cc(C)ccc1OCC(=O)OCC(=O)NCC1CCCCC1
-5 | CCOc1ccc(OCCN2C(=O)NC(Cc3c[nH]c4ccccc34)C2=O)cc1 (stereo unspecified)
4 | O=C(CN(Cc1ccccc1)S(=O)(=O)c1ccccc1)N/N=C/c1ccc([N+](=O)[O-])cc1
-3 | C=CCn1c(SCC(=O)N(CC)c2c(N)n(Cc3ccccc3)c(=O)[nH]c2=O)nnc1-c1ccccc1OC
3 | C=CCn1c(SCC(=O)c2c(N)n(CCC)c(=O)n(C)c2=O)nnc1-c1ccncc1
0 | N#Cc1c(-c2ccccc2)ccn(Cc2ccc(Cl)cc2)c1=O
0 | Cc1ccc2c(c1)NC(C(C)(C)C)CO2 (stereo unspecified)
-1 | COc1ccc(C(=S)N2CCCCC2)cc1Br
-1 | C[C@H]1CCC[C@]2(O[C@H](CCO)C[C@@H](O)[C@@H]2O)O1
2 | O=C(c1sc2ccccc2c1Cl)N1CCN(c2ccccc2F)CC1
-2 | COc1ccc(CCNC(=O)CSc2ccc3ccccc3c2)cc1OC
-2 | COc1ccc(/C=C2/N=C(SCC(=O)Nc3cc(C)on3)N(c3ccccc3)C2=O)cc1
-2 | CCCCSc1nnc([C@H](C)NC(=O)OC(C)(C)C)o1
-1 | Cc1c(NC(=O)C(C)OC(=O)c2ccc(Cl)nc2)c(=O)n(-c2ccccc2)n1C (stereo unspecified)
3 | O=S(=O)(c1cccc(Cl)c1Cl)N1CCCCC1
-3 | COc1ccc(C(C(=O)NC(C)(C)C)N(CCC(C)C)C(=O)CCC(=O)Nc2cc(C)on2)cc1 (stereo unspecified)
-3 | S=c1[nH]nc(-c2ccc3c(c2)OCO3)n1-c1ccccc1
3 | Fc1c(-c2ccc3ncnc(NCc4cccs4)c3c2)ccc2c1OCO2
2 | CCC(=O)N(c1ccccc1)C1CCN(C(=O)C(Cc2ccccc2)NC(C)=O)CC1 (stereo unspecified)
2 | COC[C@@H]1CCCN1c1cccc2c1S(=O)(=O)N1CC[C@H](C1)O2
1 | COc1cc(CCC(=O)NNC(=O)c2ccc(C)cc2)cc(OC)c1OC
7 | CC(C)NC(=O)C1CCN(Cc2cccc(OCc3ccccc3)c2)CC1
2 | CC(C)(C)c1ccc(C(=O)N/N=C/c2ccc(OCCCF)cc2)cc1
5 | O=C(O)C1=C[C@H](C2CC2)C[C@H](OCCCCO)O1
-9 | O=c1c2cc(NC(=S)NC3CCCC3)ccc2nc2n1CCCCC2
3 | COc1ccc(-c2nnc(SCC(=O)Nc3ccc4cn[nH]c4c3)n2Cc2ccco2)cc1
-9 | CC(C)(C)c1ccccc1NC(=S)NC1CCCC1
0 | C[C@@H](CN=[N+]=[N-])CN1CC[C@H](NC(=O)OCc2ccccc2)CCC1=O
7 | CC(C)Oc1ccc(CSC(=N)N)cc1
1 | Cc1nnc(NC(=O)c2ccc(Br)cc2)s1
-1 | Cc1ccnn1CC(=O)N/N=C/c1ccco1
-2 | CCOc1ccccc1CN1CCN(CC2=Cc3cc(OC)ccc3OC2)CC1CCO (stereo unspecified)
-1 | Cc1nn2c(CN(C(=O)c3ccco3)c3ccccc3)nnc2c2ccccc12
4 | Cc1ccc(-n2c(SCc3ccc(C(=O)O)cc3)nnc2-c2ccncc2)cc1
7 | COc1ccccc1NC(=S)N1CCN(c2ccccn2)CC1
0 | CCN1CCN(C(=O)c2nn(-c3ccc(C)cc3)c(=O)c3c2c2ccccc2n3C)CC1
3 | COc1cccc(CNC(=O)c2cc(C)nc3ccccc23)c1
-4 | Cc1cc(Oc2cccnc2)ccc1NC(=O)CCc1c[nH]c2ccccc12
3 | CSc1ccc(/C=C(\C#N)C(=O)NC2CCCCC2)cc1
0 | CN(C)c1ccc(C(=O)Nc2nnc(C3=COCCO3)o2)cc1
4 | CC(=O)NCCN1C(=O)S/C(=C\c2cccs2)C1=O
10 | CNc1ccc(Br)cc(C(=O)/C=C/c2ccc(OC)cc2)c1=O
-3 | CCOC(=O)c1[nH]c2ccc(OC)cc2c1NC(=O)CN1CCC2(CC1)OCCO2
0 | N#Cc1ccc(C(=O)CSc2n[nH]c(=O)n2-c2cccnc2)cc1

# Following part
TbREL1 primary | smiles
2 | COC(=O)c1ccc(Cn2c(C)c(C(=O)NCc3ccc(C#N)cc3)sc2=O)o1
7 | c1ccc(CSc2nnc(-c3ccccc3)c(-c3ccccc3)n2)cc1
-2 | CC(=O)C1=NOC(CNC(=O)c2c(-c3ccccc3Cl)noc2C)C1 (stereo unspecified)
0 | Cc1cc(-c2nc3ccccc3o2)c2ccccc2n1
0 | Cn1c(Cn2c(=O)sc3ccccc32)nnc1SCC(=O)Nc1ccc2c(c1)OCO2
0 | COc1ccc(OC(=O)c2cc3cc(Cl)ccc3oc2=O)cc1
0 | Fc1ccc(-c2cc3nc(-c4ccccc4)cc(N4CCN(CCN5CCOCC5)CC4)n3n2)cc1
0 | O=C(Oc1ccccc1O)c1cccc2ccccc12
